From PubChem
HCV inh: HCV inhibition; AID 651820; Potency, µM (titrated, usually from 41.8 µM), inactives show top-dose activity change, negative = inhibition, actives largely listed as inhibitors; hit rate 3.4% among 340,000; Huh7.5.1 HCVcc-Cre infection, luciferase reporter, 44 h; further: potency means the concentration at half of the fitted maximal effect; on the % scale 0 is the no-effect control and ±100 the full control effect
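HCVcc-Cre virus at an moi near 0.5 was added right after compound to cells cultured 4 h from seeding (1,000 cells/well). Luciferase activity was determined 44 h later, 15 min after substrate addition at RT.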
Shiga inhibitor: Shiga toxin inhibition | Vero cells, Shiga toxin protein synthesis inhibition reporter | inhibition, % at 38.7 µM | hit rate 9.2% among 290,000 | AID 2315; in the data active means inhibition mostly above about 28%, no sharp cut-off; inactive means mostly below about 43%; further: 0% is about no effect
CHX counter: affects cycloheximide protein synthesis inhibition readout, counter-screen. cell reporter, cycloheximide protein synthesis inhibition counterscreen. max response, %. hit rate 12% among 300,000. AID 2314; in the data active means max response mostly above about 13%, no sharp cut-off; inactive means mostly below about 14%; further: read at 38.3 µM for the half of the compounds with a filed dose; 0% is about no effect
FBPA Giardia inh: blocks Giardia fructose-bisphosphate aldolase activity. A8B2U2. purified Giardia FBPA. Potency, µM (series often up to 59.6 µM), for inactives: at the top dose activity, negative = inhibition, most hits filed as inhibitors. hit rate 0.71% among 290,000. AID 2451; further: potency means the concentration at half of the fitted maximal effect; on the % scale 0 is the no-effect control and ±100 the full control effect; nearly all actives have a fitted effect of over 55% in size
Target sequence (A8B2U2 whole entry, looked up): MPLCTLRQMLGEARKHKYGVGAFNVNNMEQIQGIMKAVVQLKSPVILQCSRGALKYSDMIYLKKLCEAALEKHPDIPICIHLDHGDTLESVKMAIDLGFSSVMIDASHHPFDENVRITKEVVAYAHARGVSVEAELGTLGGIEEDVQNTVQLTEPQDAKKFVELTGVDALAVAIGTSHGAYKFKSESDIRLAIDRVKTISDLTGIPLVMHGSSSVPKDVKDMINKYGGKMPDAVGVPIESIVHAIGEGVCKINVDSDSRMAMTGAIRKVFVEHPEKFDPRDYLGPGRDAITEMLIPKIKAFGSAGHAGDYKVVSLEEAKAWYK
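40 nM FBPA preincubated 10 min at RT with compound (up to 57.5 uM final), then substrate plus GAPDH/TPI/NAD/arsenate coupling and diaphorase/resazurin added. Fluorescence read after 20 min at RT, 525/598 nm.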
Active calls of the source: *; ? = inconclusive; . = not tested or not shown; [ ] = another dose, or the depositor's remark. Unless noted, the call rests on the fitted dose curve; in most records, active means well fitted curve in the direction sought with a large enough effect; inconclusive means small, poorly fitted or top-dose-only effect, or another doubt; inactive means no such curve, though single readings can be large; an effect the other way counts as inactive or inconclusive. A portion of the library, so the mix of outcomes need not match the whole.

molecule | HCV inh | Shiga inhibitor | CHX counter | FBPA Giardia inh
COC(=O)CC1C(C)(C)C(=O)C2CC3C4=CC(=O)OC(c5ccoc5)[C@]4(C)CCC3[C@@]1(C)C2=O (some centres undefined) | . | . | . | 7%
Cc1noc(C)c1C(=O)N1CCC[C@@]2(CCN(C(=O)Nc3ccccc3)C2)C1 | . | . | . | 2%
CCCCOC(OCCCC)[C@H](O)CSc1ccc2ccccc2c1 | . | . | . | -3%[12.9 µM]
COC(=O)CC1c2ccccc2C(Cc2ccc(OC)cc2)C(C)N1C(=O)OC (centres undefined) | . | . | . | 4%[12.9 µM]
CCCCCCN(CCCCCC)C(=O)Cc1c(-c2ccc(Cl)cc2)[nH]c2ccc(Cl)cc12 | . | . | . | 3%
C[C@@H](O)CCC[C@H](O)/C=C/[C@@H]1[C@@H](C/C=C\CCCC(=O)O)[C@@H](O)C[C@H]1O | . | . | . | 0%
COc1ncc2ncc(=O)n(Cc3ccc(F)cc3)c2n1 | . | . | . | 2%
C#C[C@]1(O)CCC2C3CCC4=Cc5oncc5C[C@@]4(C)C3CC[C@@]21C (some centres undefined) | . | . | . | 4%
COc1cccc([C@@H]2Oc3ccc(OC)cc3/C(=N/OC[C@@H](C)[C@H](OCc3ccccc3)C(C)C)[C@@H]2O)c1 | . | . | . | -1%[12.9 µM]
O=C(NCCCN1CCCCCC1)[C@@H](c1ccccc1)C1CCCCC1 | . | . | . | 3%
Cc1ccc(-c2c(C(=O)NCCc3ccccc3)oc(=O)c3ccccc23)cc1 | . | -6 | 2 | .
O=S(=O)(Nc1c(Br)cc(Br)c2cccnc12)C1CC1 | . | -4 | -5 | .
Cc1ccc(-n2nc3c(=O)n(CCCC(=O)NCCc4ccccc4Cl)nc(C)c3c2C)cc1 | . | -3 | 11 | .
Cn1c2ccsc2c2cnn(Cc3ccccc3F)c(=O)c21 | . | 59 | 4 | .
CCc1ccc(NC(=O)C2CCC(CNS(=O)(=O)c3ccc4c(c3)CC(C)N4C(C)=O)CC2)cc1 (centres undefined) | . | -1 | -3 | .
CC1CCN(c2ccc(-c3nc(-c4ccccc4)no3)cc2[N+](=O)[O-])CC1 | . | 82* | 44* | .
O=S(=O)(c1ccc2c(c1)OCCO2)N1CCN(S(=O)(=O)c2ccc3nc(Cl)c(Cl)nc3c2)CC1 | . | 18 | 27* | .
COc1ccc(C2C=C(c3ccc(Br)cc3)Nc3nnnn32)c(OC)c1 (centres undefined) | . | 66* | 33* | .
COc1ccc(-c2nc3c(c(SCC(=O)Nc4ccc(C(=O)O)cc4)n2)Cc2ccccc2O3)cc1 | . | 18 | 12 | .
CCN(c1ccccc1)S(=O)(=O)c1c(-c2ccc(C)cc2)csc1C(=O)OC | . | 17 | 14 | .
N#Cc1ccc(S(=O)(=O)N2CCN(S(=O)(=O)c3ccc4c(c3)OCCO4)CC2)cc1 | . | 22 | -2 | .
CC(=O)N1CCc2c(sc(NC(=O)CSc3ccccc3)c2-c2nc3ccccc3s2)C1 | . | 27 | -5 | .
CC(C)c1ccc(NS(=O)(=O)c2ccc3[nH]cc(C(=O)NCCc4ccccc4)c(=O)c3c2)cc1 | . | -6 | -6 | .
O=S(=O)(c1ccc2c(c1)OCCO2)N1CCN(S(=O)(=O)c2ccccc2F)CC1 | . | -4 | 1 | .
O=c1[nH]c2ccc(S(=O)(=O)N3CCN(S(=O)(=O)c4c(F)cccc4F)CC3)cc2[nH]c1=O | . | -2 | -3 | .
Cc1cc2c(s1)c1cnn(Cc3ccc(Cl)cc3)c(=O)c1n2C | . | -12 | -10 | .
CCOC(=O)c1ccc(N2C(=O)c3n[nH]c(-c4cccs4)c3C2c2ccc(CC)cc2)cc1 (centres undefined) | . | -20 | 9 | .
COc1ccccc1N1CCN(CC(O)COc2ccc(C)cc2C(C)(C)C)CC1 (centres undefined) | . | -2 | -9 | .
N=c1ccn2c(n1)OC1C(O)[C@@H](CO)O[C@H]12 (some centres undefined) | . | 16 | 17 | .
COc1ccccc1NC(=O)c1ccc2ccccc2c1 | . | 68* | 54* | .

More entries follow.
canonical_smiles	HCV inh	Shiga inhibitor	CHX counter	FBPA Giardia inh
Cc1ccc(NCc2cc3cc4c(cc3n(CC(=O)Nc3ccc(C)cc3)c2=O)OCCO4)cc1	.	-13	6	.
Cc1c(C(=O)N(C)C)sc2c1c(=O)n(-c1ccc(Cl)c(Cl)c1)c(=O)n2CC(=O)Nc1ccc(Br)cc1F	.	-9	2	.
O=S(=O)(O)c1cccc2cccnc12	.	-4	11	.
O=S(=O)(Nc1cccc2cccnc12)c1ccccc1Br	.	-3	28*	.
Cc1nnc(SCC(=O)NCc2ccccc2F)c2nn(-c3ccc(Cl)cc3)c(C)c12	.	-1	-13	.
O=S(=O)(c1ccc2c(c1)OCO2)N1CCN(S(=O)(=O)c2c(F)cccc2F)CC1	.	-4	-5	.
COc1ccc(S(=O)(=O)N2CCN(c3ccccc3)CC2)cc1-c1noc(C)n1	.	-9	6	.
CCOc1ccc(C2=C(C(C)=O)Sc3nnc(C)n3N2C(C)=O)cc1	.	45	20*	.
CSc1ccccc1NC(=O)CCS(=O)(=O)c1nc(-c2ccc3c(c2)OCO3)cc(C(F)(F)F)n1	.	20	18	.
Cc1cccc(NC(=O)c2c(NC(=O)c3ccccc3)sc3c2CCCC3)c1	.	25	-1	.
Cc1ccc(C)c(-c2csc(-c3c(N)c(C(=O)c4ccc5c(c4)OCO5)n4ccccc34)n2)c1	.	17	13	.
COC(=O)C(Cc1c[nH]c2ccccc12)NC(=O)COc1ccc(Cl)cc1Cl (centres undefined)	.	37	29*	.
CCCc1cc(F)c(S(=O)(=O)N2CCN(S(=O)(=O)c3ccc4c(c3)OCCO4)CC2)cc1F	.	-8	-5	.
Cc1cc(C)cc(NC(=O)c2sc3nc4n(c(=O)c3c2C)N=C(c2ccccc2)CS4)c1	.	23	14	.
Cc1ccc(Cn2ncc3c4sc(C)cc4n(C)c3c2=O)cc1	.	-11	8	.
COC(=O)c1ccccc1NC(=O)CSc1nc2sc3c(c2c(=O)[nH]1)CCCC3	.	2	-4	.
O=C(Cn1c(=O)n(Cc2ccc(C(=O)NCc3ccc4c(c3)OCO4)cc2)c(=O)c2ccccc21)Nc1ccc(F)cc1F	.	-4	2	.
Cn1c2cc(C=O)sc2c2cnn(Cc3ccccc3F)c(=O)c21	.	-7	-6	.
O=S(=O)(NCCNS(=O)(=O)c1c(F)cccc1F)c1ccc2c(c1)OCCO2	.	-7	-3	.
CCOC(=O)c1ccc(NC(=O)CSc2nc(-c3cccs3)cc(C(F)(F)F)c2C#N)cc1	.	-7	0	.
Nc1c(-c2ccccc2)cc[nH]c1=O	.	-2	16	.
CN(C)c1ccc(-c2cc[nH]c(=O)c2N)cc1	.	3	23	.
O=C(N1CCc2ccc(S(=O)(=O)N3CCN(S(=O)(=O)c4ccc5c(c4)OCCO5)CC3)cc2C1)C(F)(F)F	.	6	8	.
O=C1CC(c2ccccc2)Cc2[nH]c(=O)c(-c3nc(-c4ccc(F)cc4)cs3)cc21 (centres undefined)	.	-4	-5	.
Cc1cc2c(s1)c1cnn(Cc3ccc(C(C)C)cc3)c(=O)c1n2C	.	-3	-2	.
COc1ccc(Cl)cc1NC(=O)CSc1nc(=O)[nH]c2c1CCC2	.	-4	-9	.
COc1ccc(C(=O)NC(c2ccccc2Cl)c2cc(Cl)c3cccnc3c2O)cc1 (centres undefined)	.	-2	-2	.
COc1cccc(CN2C(=O)c3ccccc3Sc3ccc(C(=O)NCCc4ccc(Cl)cc4)cc32)c1	.	-4	1	.
Cc1cc2c(s1)c1cnn(Cc3ccc(S(C)(=O)=O)cc3)c(=O)c1n2C	.	6	10	.
CC(C)(C)OC(=O)N(c1cccc2cccnc12)S(=O)(=O)c1ccccc1Br	.	-9	9	.
c1coc(-c2nc3cc4ccccc4cc3nc2-c2ccco2)c1	.	66*	26*	.
O=Cc1c[nH]c2ccccc12	.	-5	8	.
CCCS(=O)(=O)c1ncc(Cl)c(C(=O)N(Cc2ccccc2)Cc2ccco2)n1	.	-11	-15	.
CCN(Cc1ccccc1)c1nc2c(S(=O)(=O)c3ccccc3)nnn2c2ccc(Cl)cc12	.	-11	10	.
N#Cc1cccc(NC(=O)c2ccc3c(c2)N(Cc2cccc(Cl)c2)C(=O)c2ccccc2S3(=O)=O)c1	.	-2	-3	.
COc1ccc(NC(=O)CCCS(=O)(=O)c2nc(-c3ccc(OC)c(OC)c3)cc(C(F)(F)F)n2)cc1OC	.	40	13	.

Compounds above that have an aryl thioether with sulfur outside any ring:
canonical_smiles	HCV inh	Shiga inhibitor	CHX counter	FBPA Giardia inh
CCCCOC(OCCCC)[C@H](O)CSc1ccc2ccccc2c1	.	.	.	-3%[12.9 µM]
COc1ccc(-c2nc3c(c(SCC(=O)Nc4ccc(C(=O)O)cc4)n2)Cc2ccccc2O3)cc1	.	18	12	.
CC(=O)N1CCc2c(sc(NC(=O)CSc3ccccc3)c2-c2nc3ccccc3s2)C1	.	27	-5	.
Cc1nnc(SCC(=O)NCc2ccccc2F)c2nn(-c3ccc(Cl)cc3)c(C)c12	.	-1	-13	.
CSc1ccccc1NC(=O)CCS(=O)(=O)c1nc(-c2ccc3c(c2)OCO3)cc(C(F)(F)F)n1	.	20	18	.
COC(=O)c1ccccc1NC(=O)CSc1nc2sc3c(c2c(=O)[nH]1)CCCC3	.	2	-4	.
CCOC(=O)c1ccc(NC(=O)CSc2nc(-c3cccs3)cc(C(F)(F)F)c2C#N)cc1	.	-7	0	.
COc1ccc(Cl)cc1NC(=O)CSc1nc(=O)[nH]c2c1CCC2	.	-4	-9	.

(listing goes on)
canonical_smiles	HCV inh	Shiga inhibitor	CHX counter	FBPA Giardia inh
O=C(Cn1c(=O)n(Cc2ccc(F)cc2)c(=O)c2sc3ccccc3c21)Nc1ccc(F)cc1F	.	5	-11	.
COc1ccc(S(=O)(=O)N2CCN(c3ccccc3OC)CC2)cc1-c1noc(C)n1	.	-7	8	.
COc1ccc(/C=C2\SC(=O)N(CCNC(=O)Cn3[nH]c(=O)c4ccccc4c3=O)C2=O)cc1	-8%	.	.	.
Cc1cc(C)c2c(c1)NP(=S)(c1ccccc1)N2 (centres undefined)	25%	.	.	.
CC(C)CN1CC(C)C(=O)N(c2ccccc2)C1=S (centres undefined)	2%	.	.	.
Cc1ccc2c(c1)[C@H]1[C@H](CO2)[C@H](c2ccccc2)[C@]2(C)C(=O)Nc3ccccc3C(=O)N12	-19%	.	.	.
CC(CCc1ccccc1)NC(=O)CCC1CCCC1 (centres undefined)	-13%	.	.	.
CCOC(=O)C1(C(=O)OCC)COC(=O)C2(CC)OC21 (centres undefined)	29%	.	.	.
CN(c1ccccc1)S(=O)(=O)c1cc(C(=O)Nc2ccccc2N2CCOCC2)ccc1Cl	?	.	.	.
COc1ccc(CN(CCC(C)C)S(=O)(=O)c2ccccc2Br)cc1	?	.	.	.
CCOC(=O)c1nc(C(=O)NCc2ccc(C)cc2)nc2ccccc12	23%	.	.	.
Cc1ccc(NS(=O)(=O)c2c(F)cc(F)c(Cl)c2F)cc1S(=O)(=O)N1CCOCC1	2%	.	.	.
CCOC(=O)/C=C1\SCC(=O)N1CC(O)CN1C(=O)CS/C1=C/C(=O)OCC (centres undefined)	-12%	.	.	.
O=C1c2ccccc2N[C@@H]2C=CC[C@@H]2N1O	12%	.	.	.
C=CCn1ccc(=O)nc1SC	18%	.	.	.
